NPR1 activator: GC-A (human) enzyme activation; P16066; HEK293 GC-A cells, cGMP TR-FRET, EC30 ANP; 0% at EC30 ANP, 100% saturating ANP; activation, % at 10 µM; 370,000 tested, 0.14% active; AID 1671463; in the data active means activation above about 40%
Target sequence (P16066 whole entry, looked up): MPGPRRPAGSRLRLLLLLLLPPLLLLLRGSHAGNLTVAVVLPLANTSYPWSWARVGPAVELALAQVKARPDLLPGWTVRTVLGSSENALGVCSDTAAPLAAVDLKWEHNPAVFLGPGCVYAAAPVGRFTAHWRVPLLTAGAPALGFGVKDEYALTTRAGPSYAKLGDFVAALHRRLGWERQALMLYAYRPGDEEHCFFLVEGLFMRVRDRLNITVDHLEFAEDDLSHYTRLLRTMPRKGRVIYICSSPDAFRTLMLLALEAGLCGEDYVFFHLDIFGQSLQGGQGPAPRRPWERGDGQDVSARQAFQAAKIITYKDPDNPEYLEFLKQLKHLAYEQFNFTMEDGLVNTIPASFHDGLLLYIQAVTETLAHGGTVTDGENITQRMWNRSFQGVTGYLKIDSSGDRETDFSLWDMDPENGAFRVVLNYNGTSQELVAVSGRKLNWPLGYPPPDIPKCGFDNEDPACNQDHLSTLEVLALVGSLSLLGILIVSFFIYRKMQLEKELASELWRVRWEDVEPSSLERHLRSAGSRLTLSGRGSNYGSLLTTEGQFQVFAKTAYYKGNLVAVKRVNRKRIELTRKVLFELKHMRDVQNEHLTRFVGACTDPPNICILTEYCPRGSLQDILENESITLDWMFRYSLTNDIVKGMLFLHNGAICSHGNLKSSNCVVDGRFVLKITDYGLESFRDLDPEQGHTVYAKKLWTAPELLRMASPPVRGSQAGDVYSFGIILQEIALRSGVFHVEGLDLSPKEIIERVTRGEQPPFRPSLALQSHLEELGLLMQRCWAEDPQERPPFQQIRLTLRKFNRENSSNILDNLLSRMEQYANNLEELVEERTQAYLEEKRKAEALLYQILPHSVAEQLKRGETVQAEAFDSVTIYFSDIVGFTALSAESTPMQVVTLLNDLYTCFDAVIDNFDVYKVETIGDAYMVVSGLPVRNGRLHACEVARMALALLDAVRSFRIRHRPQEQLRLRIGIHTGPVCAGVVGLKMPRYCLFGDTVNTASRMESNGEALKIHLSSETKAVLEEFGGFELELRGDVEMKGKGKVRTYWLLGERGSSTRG
ADAM10 inh: ADAM10 inhibition, QFRET primary screen | O14672 | recombinant ADAM10, EDANS/DABCYL FRET peptide cleavage, 3 h | inhibition, % at 7 µM | 370,000 tested, 0.62% active | AID 720582;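 active means inhibition above a per-campaign cutoff equal to the mean of compounds falling between control-based bounds plus 3 SD, cut at about 20% in these data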;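 further: 0% = DMSO wells while the 100% control is not disclosed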
DAX1 inh-1: inhibitors of human orphan nuclear receptor DAX1 (NR0B1); 340,000 tested, 0.99% active; P51843; inhibition, % at 6.75 µM; AID 504766; HEK293 Gal4-DAX1 luciferase reporter, luminescence;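 active means inhibition above the mean over all tested compounds plus 3 SD, cut at about 4.2% in these data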;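 further: 0% = DAX1-transfected cells with DMSO and 100% = empty-vector control cells with DMSO; inhibition shows as a rise in luminescence from relieved DAX1 repression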
GAA850 FXN act: activators of GAA850 frataxin (FXN) promoter | HEK293 lucGAA850 FXN promoter luciferase reporter, 24 h; percent of 10 µM SAHA response | activation, % at 6 µM | 360,000 tested, 0.56% active;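 active means activation above the average of all compounds screened plus 3 SD, cutoff fixed separately per campaign, cut at about 7.5% in these data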;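 further: 0% = DMSO wells and 100% = 10 µM SAHA wells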
hcDAF-12 act: activates DAF-12 receptor from parasite H. contortus. HEK293 hcDAF-12 lit1-tk-luc reporter, luminescence; 0% DMSO, 100% Δ7-dafachronic acid. activation, % at 6.8 µM. 370,000 tested, 1.4% active. AID 652067;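 active means activation above the mean of all tested compounds plus 3 SD, cut at about 5.5% in these data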;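 further: 100% = response to 3 µM Δ7-dafachronic acid high control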
DAX1 inh-2: blocks DAX1 repression of SF-1 activated StAR promoter | HEK293T StAR-luciferase reporter, SF-1/DAX-1 repression relief | inhibition, % at 6.8 µM | 370,000 tested, 1.1% active | AID 652010;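 active means inhibition above the mean over all tested compounds plus 3 SD, cut at about 3.6% in these data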;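 further: 0% = DAX-1 cells with DMSO and 100% = cells lacking DAX-1 with DMSO; higher inhibition means more luminescence from relief of DAX-1 repression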
SMARCA2 activ: activators of SMARCA2 function; 370,000 tested, 1% active; AID 652017; activation, % at 9.1 µM; MG213 cells, MMTV-luciferase reporter, dexamethasone, overnight; in the data active means activation above about 7.8%;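 further: 0% = vehicle wells and 100% = reference activator wells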
hgDAF-12 ag: hgDAF-12 agonism, primary luciferase screen. HEK293 GAL4-hgDAF12 UAS-luciferase reporter, agonist luminescence; normalized to butyrate control. activation, % at 6.8 µM. 370,000 tested, 1.8% active;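 active means activation above a cutoff set at the mean of all screened compounds plus 3 SD, cut at about 10% in these data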;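 further: 0% = DMSO wells and 100% = sodium butyrate wells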
ssDAF-12 act: activators of S. stercoralis DAF-12 nuclear receptor; HEK293 ssDAF-12/GRIP1 lit1-tk-luc reporter, luminescence; % of 3 µM dafachronic acid response; activation, % at 6.8 µM; 370,000 tested, 1% active;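 active means activation above the mean over all tested compounds plus 3 SD, cut at about 0.9% in these data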;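 further: 0% = DMSO-only wells and 100% = 3 µM delta7-dafachronic acid wells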
PG9 binder: small molecules binding HIV-1 gp120 antibody PG9 | inhibition, % at 6.7 µM | 360,000 tested, 0.43% active | TR-FRET gp120-PG9 antibody binding; in the data active means inhibition above about 8.5%
ADAM17 inh: inhibitors of human ADAM17 | AID 720648 | P78536 | inhibition, % at 6.95 µM | recombinant ADAM17, EDANS/DABCYL FRET peptide cleavage | 370,000 tested, 0.83% active;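 active means inhibition above the mean of compounds lying between control limits plus 3 SD, set per campaign, cut at about 8.5% in these data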;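 further: 0% = DMSO-only wells as the low control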
Numbers without * were called inactive; · = not tested or not shown.

Under each structure: ADAM10 inh, GAA850 FXN act, ADAM17 inh, hcDAF-12 act, DAX1 inh-1, ssDAF-12 act, NPR1 activator, hgDAF-12 ag, DAX1 inh-2, PG9 binder, SMARCA2 activ
COc1ccc(S(=O)(=O)N(C)c2ccc(C(=O)NCCC(C)C)cc2)cc1
→ 3, 0.9, 2, -2.1, -0.4, -1.9, -1, -0.5, -0.9, -3.5, 0
O=c1cc(CSc2nnc(-c3ccco3)o2)c2ccccc2[nH]1
→ 10, -1.7, 1, -1.9, 0.2, -0.6, -1, -1.0, 1.5, -1.4, -1
Cc1cc(=O)n2[nH]c(-c3cccc(Cl)c3)cc2n1
→ -41, 5.0, -16, 2.3, -0.7, -0.3, -2, 8.8, 0.4, -0.4, 2
O=c1[nH]c2ccccc2c2cn(-c3ccccc3)nc12
→ -59, 8.8*, -19, 3.4, 1.4, -0.2, 5, 8.8, 0.1, 0.0, 6
COC(=O)c1ccc(NC(=O)NC2CCCCC2)cc1
→ 3, 6.1, 0, 2.7, -0.3, -0.1, 5, 8.9, 2.2, -2.5, 3
O=C(NC(Cc1c[nH]c2ccccc12)C(=O)O)c1ccco1 (configuration not stated)
→ -7, -1.1, -2, 3.8, -0.3, -0.2, 4, 2.0, -0.1, 2.1, -4
COc1ccc(NS(=O)(=O)c2cccc(C(=O)NNC(=O)CNC(=O)c3ccccc3Cl)c2)cc1
→ -1, 2.1, -1, 3.0, 1.0, -0.5, 2, -1.4, 0.6, -0.7, -2
O=C(CSc1n[nH]c(=O)n1C1CC1)c1ccc2c(c1)OCCO2
→ 5, 1.7, -1, 0.7, ·, -1.1, 0, -0.9, 0.1, -2.1, 0
COc1ccc(Cl)cc1NC(=O)CN(C)CC(=O)Nc1ccc2c(c1)OCO2
→ -12, 0.2, 3, -0.7, -0.4, -1.3, -3, -2.6, -1.6, -2.2, -3
CCOC(=O)c1cc(-c2ccc(F)cc2)n(CC(=O)NCc2ccccn2)c1C
→ 2, 2.0, 0, -1.8, 1.0, -1.0, 1, -1.2, -0.1, -0.2, 1
Cc1cccc(C)c1NC(=O)CSc1nnc(C2CCCCC2)o1
→ 6, 1.3, 2, -1.0, -0.8, -0.9, 2, -1.2, 0.7, -0.9, -2
N[C@@H](Cc1ccc(F)cc1)C(=O)O
→ -4, 0.5, -7, -2.5, 0.7, -1.6, 1, -2.5, 0.8, -1.3, -6
Cc1cccc(C(=O)NNC(=O)c2c(O)c3ccccc3n(C)c2=O)c1
→ -25, 0.0, -10, -2.3, -1.5, -0.6, -1, -1.5, -0.1, -0.2, -2
CCCn1c(SCC(=O)Nc2cccc(Cl)c2Cl)n[nH]c1=O
→ 3, 0.5, -3, -1.2, 0.0, -0.8, 0, 3.2, -0.5, -2.1, 3
COc1cc2nc(COc3ccc(C#N)cc3)n(CC#N)c(=O)c2cc1OC
→ 6, -1.4, -2, -1.4, -0.8, -0.9, -7, -1.6, 0.4, 2.2, 0
CC1(C)CC(=O)C(C2=NC(C)(C)Cc3ccccc32)=C(O)C1
→ 12, 0.1, 0, -1.6, 0.5, -0.9, 0, -0.1, -1.3, -0.8, 5
CN(C)c1cccc(C(=O)NC2CCCCCC2)c1
→ -11, 5.1, -6, 1.7, 1.2, -0.7, 0, 8.9, 2.0, -0.5, 6
C=CCn1c(C)c(C(C)=O)c(SC)nc1=S
→ 2, -0.9, -2, -0.2, 1.4, -0.6, 6, 0.2, 0.9, 0.0, -3
COc1ccc(OCC(=O)O/N=C(\N)c2ccc(OC)c(OC)c2)cc1
→ 12, 1.6, 4, -2.5, -0.9, -1.2, 3, -0.6, -0.7, -0.4, 3
CC1CCCN(C(=O)C2CCN(Cc3ccc4c(c3)OCO4)CC2)C1 (configuration not stated)
→ 6, 0.9, -2, 3.1, 1.3, -1.1, 0, -2.4, -0.2, -0.4, -1
CC1(C)CC(NCc2ccc3c(c2)OCO3)CCO1 (configuration not stated)
→ -23, -2.4, -1, -0.5, 0.9, -1.6, -2, -0.2, 0.8, 0.6, 0
CN(C)C(CNC(=O)c1ccc(S(=O)(=O)Nc2ccccc2F)cc1)c1ccccc1 (configuration not stated)
→ -4, 1.0, -2, 1.2, -0.1, -0.1, 1, 4.5, 0.8, -0.5, -1
COC(=O)c1cccc(-c2ccc(/C=N/N3C(=O)C4C5C=CC(C6CC56)C4C3=O)o2)c1 (configuration not stated)
→ -1, 1.4, -2, 2.0, -1.1, -0.6, 2, 4.9, -0.1, 0.3, 0
C[C@H](CO)N1C[C@H](C)[C@@H](CN(C)Cc2ccc(Cl)c(Cl)c2)Oc2c(NS(=O)(=O)c3cccs3)cccc2C1=O
→ 7, -0.4, 5, -1.5, 0.7, -1.5, -3, -0.7, 0.0, 1.9, 0
O=C(NCc1ccccc1)c1cc(=O)c2ccccc2o1
→ 4, 3.4, 1, -1.0, -0.3, -1.4, -1, 0.6, -0.1, -0.3, 1
CCCCC(=O)NC(c1cccs1)c1cc(Cl)c2cccnc2c1O (configuration not stated)
→ 0, -5.0, -1, -0.9, -0.7, -1.1, -2, -3.0, -2.6, -0.3, -5
COc1ccc(-n2c(CNC(=O)COc3ccc(Cl)cc3Cl)n[nH]c2=S)cc1
→ 6, -2.8, 5, 0.4, 2.9, -1.9, -2, -2.0, -0.1, 0.9, 0
Cc1cccc(NC(=O)CCSc2nncn2C)c1
→ 4, 0.9, 0, 0.1, 0.7, -1.4, 0, 2.0, 0.4, -1.1, -2
C#CCOCCOCCOCCNc1nc(N2CCN(C(=O)[C@H](CCC(=O)O)n3cc(CN)nn3)CC2)nc(N2CCN(C(=O)[C@H](CCC(=O)O)n3cc([C@@H](N)[C@H](C)CC)nn3)CC2)n1
→ -3, 0.3, 4, -0.4, 0.0, -1.0, 0, -0.7, -0.2, 0.7, -3
COC(=O)C1=C(N)Oc2cc(C)n(CCN3CCOCC3)c(=O)c2C1c1cccnc1 (configuration not stated)
→ -8, -4.3, -6, -0.2, -0.2, -0.6, -1, 1.0, -0.4, -1.0, 1
COc1cccc(C(O)C2OC(=O)c3ccccc32)c1OC (configuration not stated)
→ -2, -0.4, -4, -1.2, ·, -1.2, -4, 0.4, 0.1, 0.1, -2
CC(C)N(CC(N)=O)c1ncnc2sc(-c3ccccc3)cc12
→ -106, 1.3, -37, -0.3, 0.0, -0.2, 0, 2.1, -0.3, 1.6, -1
CC1CCCN(S(=O)(=O)c2ccc(C(=O)Nc3nnc(-c4ccccc4Cl)o3)cc2)C1 (configuration not stated)
→ -3, 0.8, -2, 1.8, -0.1, -0.5, -9, 1.5, 0.0, -1.6, -1
O=C(NN1C(=O)C2C3C=CC(C4CC34)C2C1=O)c1ccc(Cl)c(Cl)c1 (configuration not stated)
→ 1, -0.2, -4, -1.2, -0.6, -1.8, 3, 0.6, -0.9, 0.6, -1
COCCN1C(=O)C2=C(C1=O)C1N(C)c3ccccc3[C@@]13C[C@@H](CO)N(S(=O)(=O)c1ccc(OC)cc1)C3=N2 (some centres not stated)
→ 4, ·, 0, -4.5, ·, -1.7, -3, -0.7, 0.3, ·, 1
COc1ccc(NC(=O)C(C)N2c3cccc4cccc(c34)S2(=O)=O)cc1OC (configuration not stated)
→ -12, 0.1, -2, -3.3, -4.1, -2.6, 0, -8.0, -2.4, 1.5, -5
CC1=C(C#N)C(c2ccc(O)cc2)C2=C(CCCC2=O)N1 (configuration not stated)
→ -200, 2.5, -75, -0.1, -0.2, -0.7, 1, 0.6, -0.5, -1.3, -1
O=C(COc1ccc2ccc(=O)oc2c1)NC1CCCC1
→ -109, 1.1, -25, 1.6, -0.5, -1.7, -2, 7.2, -1.7, -0.6, -1
C/C(=N/N=C1/NC(=O)CC(C(=O)O)S1)c1ccccc1 (configuration not stated)
→ -2, -2.7, 1, 0.9, 2.5, -1.5, -1, 2.9, 0.1, -5.2, 0
Cc1cc(NC(=O)CCC(=O)N(c2ccc(F)cc2)C2(C(=O)NC3CCCCC3)CCCC2)no1
→ 6, -2.1, 1, -1.3, 1.2, -1.3, -3, -2.1, 0.5, 0.3, 2
COc1ccccc1NC(=O)c1cnc(Nc2ccccc2OC)c2ccccc12
→ -86, 0.6, -30, -2.9, -3.0, -1.1, -7, 2.4, -1.8, 0.5, 0
O=C(O)CCC(=O)NNC(=O)CCC1CCCCC1
→ -4, 1.0, 2, -0.8, -0.1, -0.3, 2, -0.4, 0.2, -1.5, -1
CC(=O)c1ccc(N=C2SCCCN2C(=O)C2CCCC2)cc1
→ 2, 0.7, -3, -0.2, 1.3, -1.5, 1, 0.5, 0.3, 2.5, 0
NC(=O)COc1c(-c2ccccc2)oc2ccccc2c1=O
→ -89, 0.5, -35, -1.3, 0.5, -1.5, 1, 0.5, 0.0, -1.0, -1
O=c1[nH]c(/C(Cl)=C/c2cccc(C(F)(F)F)c2)nc2cc(Cl)ccc12
→ 9, 1.8, 2, 2.4, -0.4, -1.1, 0, 0.1, -0.2, -1.0, 7
COCCNc1cc(-c2ccccc2)nc2cc(-c3cccc(F)c3)nn12
→ -439, 0.4, -209, 1.6, -1.6, -0.8, 3, 1.7, -0.8, -1.1, -3
CCCSc1nc(=S)n(Cc2ccccc2)c(C)c1C(C)=O
→ 2, 6.3, -2, -1.4, -0.2, -0.6, 2, -1.7, 1.2, -2.2, -1
O=[N+]([O-])c1ccccc1S(=O)(=O)Oc1ccc(/C=N/n2cnnc2)cc1
→ 2, 1.5, 1, 3.0, 1.8, 1.2*, 2, 7.7, -0.8, -0.6, 7
CCOC(=O)CSc1nnc(Cn2c(=O)sc3ccccc32)n1-c1ccccc1C
→ 4, 1.6, 4, 2.2, 0.3, -0.3, -2, -0.1, 0.3, 0.2, -2
O=C1CCC2(CCCC2)c2ccccc21
→ 0, 1.3, -3, -0.3, 0.1, -1.2, 0, -0.7, -0.8, -0.6, 2
Oc1cc(O)c(CN2CCOCC2)cc1CN1CCOCC1
→ -13, 0.0, 0, -0.1, 0.8, -0.4, 2, -2.2, 0.2, 1.5, -6
CN(C(=O)COC(=O)c1cc(=O)[nH]c2ccccc12)c1ccccc1
→ -145, 2.2, -40, -0.2, 0.0, -1.2, 6, 0.5, -0.2, -0.7, -2
CCCn1nc(C(=O)N2CCN(S(=O)(=O)c3ccc(C)c(C)c3)CC2)c2ccccc2c1=O
→ -1, -1.1, -5, -2.1, -1.6, -1.7, -8, -4.7, -2.7, 1.5, 2
Cc1onc(-c2ccccc2)c1C(=O)N/N=C/C=C/c1ccccc1
→ 5, -0.1, 1, -2.0, ·, -1.7, -5, -3.5, -0.6, 0.2, 3
COc1cc(NC(=O)c2cc3nc(C4CC4)cc(C(F)(F)F)n3n2)c(OC)cc1Cl
→ 1, -0.1, -4, -0.9, -0.8, -1.2, 4, 1.9, 0.3, -0.1, 1
COc1ccc(CCC(=O)NNC(=O)c2ccc(OC)cc2)cc1
→ -10, 1.5, -5, 1.5, 0.8, -1.0, 2, -2.3, 0.0, -0.1, -3
COc1ccc(-c2[nH]ncc2CN(C)CC2CCCCO2)cc1F (configuration not stated)
→ -8, 1.5, -3, -1.6, 0.3, -1.0, -2, 3.7, 0.2, -1.4, 2
CCC(=O)Nc1ccc2c(c1)nc(CN1CCN(C(C)=O)CC1)n2C
→ 6, -0.5, -2, -0.1, -0.4, -0.7, 0, 0.4, -0.2, -0.5, -2

Assay outcomes deposited in PubChem BioAssay by several laboratories.
